# Source: PubChem BioAssay
# DRD3 antagonist: blocks the human D3 dopamine receptor. max response, negative = inhibition, %. P35462. D3R cells, DiscoveRx beta-arrestin luminescence, antagonist mode; hits give low values. 2.5% of 360,000 active; in the data active = max response below about -50%; inconclusive = no clear call, values can overlap the other calls; also: % is scaled to controls: 0 for no effect and ±100 for the full control effect; mostly tested at two doses, the higher about 12 µM
# Target sequence (P35462 whole entry, looked up): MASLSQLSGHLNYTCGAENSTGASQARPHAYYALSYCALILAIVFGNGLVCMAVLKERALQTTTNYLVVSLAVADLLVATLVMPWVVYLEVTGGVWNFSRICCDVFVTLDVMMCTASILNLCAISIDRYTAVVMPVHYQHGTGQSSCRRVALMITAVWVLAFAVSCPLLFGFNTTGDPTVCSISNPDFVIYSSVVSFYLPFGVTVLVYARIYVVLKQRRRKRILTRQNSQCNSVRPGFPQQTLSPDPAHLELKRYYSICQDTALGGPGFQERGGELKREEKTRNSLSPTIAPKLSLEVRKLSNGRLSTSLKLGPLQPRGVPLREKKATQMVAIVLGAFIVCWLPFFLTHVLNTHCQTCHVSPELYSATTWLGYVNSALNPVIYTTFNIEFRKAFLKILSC
#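 Cells plated overnight at 1500 cells/well, then exposed to library compounds with dopamine controls for 90 minutes at 37 degrees C. DiscoveRx reagent added for 30–60 minutes at room temperature; luminescence read, quantitative HTS format.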
# aSyn yeast inh: rescues yeast growth from alpha-synuclein toxicity | Yeast expressing alpha-synuclein, growth rescue, BacTiter-Glo, 24 h | AID 652106 | 0.14% of 370,000 active | Potency, µM (titrated, usually from 46.1 µM), inactives show at the highest dose growth rescue (activation), hits mostly activators; also: potency is read from the fitted curve at half-maximal effect; % of control where 0% means no effect; nearly all actives have a fitted effect of over 65% in size
#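 Rescue of yeast growth: cells expressing toxic alpha-synuclein, induced in galactose at OD600 0.02, incubated with compound 24 h at 30 C. ATP luminescence quantified growth; inhibitors of toxicity appear as activators.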
# PTHR1 agonist: agonists of human PTHR1 parathyroid hormone receptor. Q03431. HEK293 GP2 PTHR1 cells, GloSensor cAMP luminescence, 1 h. Potency, µM (highest dose often 115 µM), inactives show at the top dose activation, most hits filed as activators. 0.075% of 410,000 active. AID 743266; also: potency is read from the fitted curve at half-maximal effect; nearly all actives have a fitted effect of over 55% in size; some results filed as inactive show a strong effect at the top dose; inactives centre near -15; many of its hits are not listed in these tables
# Target sequence (Q03431 whole entry, looked up): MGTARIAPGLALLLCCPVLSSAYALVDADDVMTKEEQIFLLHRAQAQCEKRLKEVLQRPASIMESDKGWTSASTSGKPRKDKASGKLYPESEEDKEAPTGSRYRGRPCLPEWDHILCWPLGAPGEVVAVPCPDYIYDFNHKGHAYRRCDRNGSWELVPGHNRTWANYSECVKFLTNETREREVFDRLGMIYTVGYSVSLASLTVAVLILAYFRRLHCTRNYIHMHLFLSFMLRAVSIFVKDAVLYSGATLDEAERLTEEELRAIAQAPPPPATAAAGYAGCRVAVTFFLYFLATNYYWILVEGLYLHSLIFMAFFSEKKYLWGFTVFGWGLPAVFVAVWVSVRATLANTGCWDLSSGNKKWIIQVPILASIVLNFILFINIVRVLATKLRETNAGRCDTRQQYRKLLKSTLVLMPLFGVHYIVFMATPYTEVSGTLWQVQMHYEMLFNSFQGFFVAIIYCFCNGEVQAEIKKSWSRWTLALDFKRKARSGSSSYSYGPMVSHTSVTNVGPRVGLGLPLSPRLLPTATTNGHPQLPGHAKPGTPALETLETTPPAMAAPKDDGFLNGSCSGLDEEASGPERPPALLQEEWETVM
#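 HEK-293-derived GP2 cells expressing PTHR1 and a GloSensor cAMP reporter, 3,000/well, plated overnight, given luciferin plus IBMX (each 0.5 mM as added) for 1 h at 37 °C, then compound for 1 h at 37 °C. Luminescence was read after 15 min at room temperature.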
# KB-V1 MDR tox: kills drug-selected multidrug resistant KB-V1 cells | KB-V1 MDR cells viability, CellTiter-Glo, 72 h | Potency, µM (top dose mostly 46.1 µM), inactives show at the highest dose activity change, negative = cytotoxicity, actives largely listed as cytotoxic | 3.4% of 400,000 active; also: potency is read from the fitted curve at half-maximal effect; % is scaled to controls: 0 for no effect and ±100 for the full control effect; nearly all actives have a fitted effect of over 60% in size
#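 Cytotoxicity via CellTiter-Glo luminescence after 72 h compound exposure at 37 degrees C. Cells: drug-selected KB-V1 line, DMEM phenol-red free plus 10% FBS. Compounds tested at multiple concentrations; normalized data fitted to concentration-effect curves.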
# GLP-1R agonist: agonists of human GLP-1 receptor; 0.007% of 380,000 active; HEK293 GLP-1R CRE-luciferase, luminescence, 4-6 h; cells express a hypersensitive GLP-1R form; Potency, µM (top dose mostly 45.6 µM), for inactives: at the top dose activation, hits mostly activators; P43220; also: potency is read from the fitted curve at half-maximal effect; % of control where 0% means no effect
# GLP1R cytotox: cytotoxicity in counter-screen for GLP-1R inverse agonists; Potency, µM (titrated, usually from 38.3 µM), without a hit: at the highest dose activity change, negative = inhibition, most hits filed as inhibitors; AID 624418; 0.13% of 410,000 active; HEK293 cAMP-luciferase reporter cells, luminescence, 24 h;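 also: loss of luciferase light is scored as toxicity; potency is read from the fitted curve at half-maximal effect; % is scaled to controls: 0 for no effect and ±100 for the full control effect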
#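 1536-well qHTS counterscreen of the MLSMR; 200 cells/uL, 12 h pre-incubation, 23 nL cpd, 24 h at 37 deg C 5% CO2, luciferase detection reagent, 12 min RT, luminescence. Inhibition = undesired.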
# GLP1R inv ag: GLP-1 receptor (human) inverse agonism. 1.6% of 410,000 active. Potency, µM (highest dose often 38.3 µM), for the others: at the highest dose activity change, negative = inhibition, hits mostly inhibitors. HEK293 GLP-1R CRE-luciferase, luminescence, 24 h; GLP-1R form is constitutively active; also: potency is read from the fitted curve at half-maximal effect; % is scaled to controls: 0 for no effect and ±100 for the full control effect; nearly all actives have a fitted effect of over 55% in size
#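 Seeding at 200 cells/uL, 12 h culture, 24 hr compound treatment, then luciferase reagent and a luminescence read; cells are HEK293 stably expressing a constitutively active GLP-1R plus cAMP-responsive luciferase.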
# DRD3 agonist: activates the human D3 dopamine receptor | AID 652048 | 0.58% of 410,000 active | max activation, % | D3R DiscoveRx beta-arrestin cells, luminescence, 90 min; in the data active = max activation above about 30%; also: 0% is about no effect; mostly tested at two doses, the higher about 12 µM
#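 Agonist-mode cell screen: cells plated at 1500/well and incubated overnight at 37 °C, then exposed to library compounds for 90 min at 37 °C. Detection reagent was added for 30–60 min at room temperature, and luminescence was read.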
# TDP-43 yeast inh: rescues yeast growth from TDP-43 toxicity | TDP-43 expressing yeast growth rescue, BacTiter-Glo, 24 h | Potency, µM (highest dose often 46.1 µM), for inactives: top-dose growth rescue (activation), actives largely listed as activators | 1.8% of 410,000 active; also: potency is read from the fitted curve at half-maximal effect; % of control where 0% means no effect; nearly all actives have a fitted effect of over 50% in size
#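 Cell-based yeast growth screen: TDP-43 expression induced in galactose, inoculum OD600=0.02 after raffinose pregrowth to mid-log. Read-out BacTiter-Glo luminescence at 24 hr, 30 deg C; inhibition of toxicity seen as signal increase.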
# The depositor's hits bear a star; i = inactive; ? = inconclusive; · = no result given; [ ] = another dose, or the depositor's remark. Unless noted, calls follow the shape of the dose curve; as a rule, active = well fitted curve in the direction sought with a large enough effect; inconclusive = small, poorly fitted or top-dose-only effect, or another doubt; inactive = no such curve, though single readings can be large; an effect the other way counts as inactive or inconclusive. These rows are one share of the data. The share of hits here may be higher or lower than overall.
# Second line of a record – DRD3 antagonist	aSyn yeast inh	PTHR1 agonist	KB-V1 MDR tox	GLP-1R agonist	GLP1R cytotox	GLP1R inv ag	DRD3 agonist	TDP-43 yeast inh
> CCCN1CCN(C(=O)c2nn(-c3ccc(OC)cc3)c(=O)c3c2c2ccccc2n3C)CC1
→ 0	1%	i	0%	9%	0%	5%	-1	-1%
> Cc1ccc(C2(C)NC(=O)N(CC(=O)Nc3ccc(Cl)c(S(=O)(=O)N4CCCCC4)c3)C2=O)cc1 (stereo not given)
→ 8	4%	-9%	14%	-3%	-13%	10µM*	6	23%
> O=c1cc(NCc2ccccc2)c2ccccc2o1
→ 2	-12%	-5%[57.5 µM]	-1%	6%	-13%	?	7	9%
> Cc1ccc(S(=O)(=O)NNc2ccccc2)c(C)c1
→ -14	-2%	i	1%	-2%	-1%	20%	-6	9%
> CC(=O)Nc1ccccc1NC(=O)C/C(C)=N/NC(=O)c1ccc([N+](=O)[O-])c(Cl)c1
→ -58*	-3%	i	-3%	2%	16%	-1%	-6	13%
> CCOc1ccc(NC(=O)c2ccc(F)c(S(=O)(=O)N(CC)Cc3ccccc3)c2)cc1
→ ·	·	-32%	·	·	0%	?	0	19%
> c1ccc(-c2csc(Cc3nnc4n3CCCCC4)n2)cc1
→ 17	0%	-22%[57.5 µM]	-10%	4%	1%	7%	2	-12%
> COc1cccc(NC(=O)COC(=O)CNC(=O)C2CCCCC2)c1
→ -15	5%	-17%	?	-2%	4%	6%	-4	0%
> O=C(Nc1ccn(-c2ccccc2)n1)c1ccccc1Br
→ 0	-4%	-28%	6%	16%	1%	12%	-5	22%
> COc1ccccc1C(=O)Nc1nnc(SCc2cc(=O)c3cc(Cl)ccc3[nH]2)s1
→ ·	·	14%	·	·	0%	6%	-18	6%
> CC1(C)NC(=O)N(CC(=O)Nc2cc(C(F)(F)F)cc(C(F)(F)F)c2)C1=O
→ 1	-6%	i	-12%	-2%	-9%	?	2	17%
> O=C(CN1C(=O)c2ccccc2S1(=O)=O)Nc1ccc(S(=O)(=O)N2CCCCCC2)cc1
→ -23	0%	i	1%	-6%	-6%	16%	-1	0%
> C=CC[C@]12CC=CC(=O)[C@@]1(O)O[C@H](c1ccc(OC)c(OC)c1)[C@H]2C
→ ?	2%	-84%[inhibitor]	?	0%	-25%	11µM*	4	30%
> O=C(c1cc(-c2ccco2)nc2ccccc12)N1CCCC(C(F)(F)F)C1 (stereo not given)
→ 26	-22%	-6%	0%	1%	-3%	-21%	4	35µM*
> CCOC(=O)n1c(=O)n(Cc2ccc(Cl)c(Cl)c2)c2ccccc21
→ 39	-1%	-15%	-26%	1%	-18%	?	-2	18%
> O=C(COc1ccccc1-c1ccccc1)c1ccccc1
→ 18	5%	i	0%	10%	10%	-22%	3	?
> O=c1cnc2ccccc2n1Cc1ccccc1
→ -11	-6%	i	?	0%	4%	2%	-3	22%
> CN(C)C(=O)CCc1ccc2c3c([nH]c2c1)[C@]1(CCC2CCCC2)[C@@H](C(=O)N2CCOCC2)C[C@H](CC(=O)NCc2ccco2)C(=O)N1CC3
→ 20	3%	i	-5%	-6%	7%	2%	16	0%
> Cc1cccc(N2CCN(C(=O)CCNS(=O)(=O)c3ccc4c(c3)oc(=O)n4C)CC2C)c1 (stereo not given)
→ 6	-1%	-14%	?	12%	-25%	-28%	2	5%
> COc1ccc(C(=O)NNC(=O)Cc2nc3nc(C)cc(C)n3n2)cc1
→ 7	1%	-25%	5%	0%	-3%	-10%	0	2%

# Copied from the list.
# Cc1cccc(N2CCN(C(=O)CCNS(=O)(=O)c3ccc4c(c3)oc(=O)n4C)CC2C)c1 (stereo not given) – aSyn yeast inh: -1%
# CC(=O)Nc1ccccc1NC(=O)C/C(C)=N/NC(=O)c1ccc([N+](=O)[O-])c(Cl)c1 – GLP1R inv ag: -1%

# More records
# Second line of a record – DRD3 antagonist	aSyn yeast inh	PTHR1 agonist	KB-V1 MDR tox	GLP-1R agonist	GLP1R cytotox	GLP1R inv ag	DRD3 agonist	TDP-43 yeast inh
> COc1cc(OC)cc(C(=O)N/N=C/c2ccc(OC)c(COc3ccc(F)cc3)c2)c1
→ -25	15%	-22%	10µM*	-1%	?	?	-6	?
> COc1ccccc1N1CCN(C(=O)C(CCSC)NS(=O)(=O)c2ccc3c(c2)oc(=O)n3C)CC1 (stereo not given)
→ ·	·	?	-11%	·	3%	-9%	-7	-6%
> Cc1nn(CCC(=O)NNC(=S)Nc2ccc(F)cc2)c(C)c1[N+](=O)[O-]
→ -77*	-10%	-3%[57.5 µM]	1%	0%	-6%	0%	2	-2%
> CNc1ccc(-c2nc(-c3ccco3)no2)cc1[N+](=O)[O-]
→ ·	·	-35%[inhibitor]	10%	·	3%	16%	0	17%
> Brc1ccc(C2Nc3cccc4cccc(c34)N2)cc1
→ -63*	-2%	i	11%	0%	-3%	8%	-12	·
> CCCCn1c(N)c(N(CC(C)C)C(=O)C2CC(=O)N(CCc3ccccc3)C2)c(=O)[nH]c1=O (stereo not given)
→ 14	0%	-11%	1%	2%	-7%	20%	2	-22%
> O=C(c1cnn(C(=O)c2ccccc2F)c1)c1ccccc1O
→ 25	-10%	i	-9%	-3%	-33%	?	2	?
> Cc1ccc(-c2c(CC(=O)O)c(C)nc3sc4c(c23)CCCC4)cc1
→ 6	17%	-17%	5%	-1%	1%	?	-3	-20%
> CC(C)(C)OC(=O)NCCc1n[nH]c(=S)o1
→ 10	4%	i	18%	-4%	-8%	8%	6	?
> Cc1cccc(OCC(=O)N(C)c2c(N)n(Cc3ccccc3)c(=O)[nH]c2=O)c1C
→ 6	-1%	-43%[inhibitor]	-10%	0%	-11%	-5%	-2	-6%
> Nc1nc(COc2ccccc2C=O)nc(Nc2ccccc2)n1
→ -7	7%	i	10%	-2%	-2%	9%	8	14%
> Cc1cc([N+](=O)[O-])ccc1N1C(=O)c2ccc(C(=O)Nc3ccccc3C(=O)O)cc2C1=O
→ 16	-11%	-7%	23%	-8%	19%	8%	9	12%
> O=C(CSc1nc2c(c(=O)[nH]1)CCC2)Nc1ccccc1F
→ ·	·	i	15%	·	-1%	-4%	5	24%
> CC1c2nc3ccccc3n2C(CC(=O)NC2CC2)C(=O)N1Cc1ccccc1 (stereo not given)
→ -12	0%	i	4%	1%	-3%	10%	-3	2%
> O=C(c1ccc(COc2ccccc2[N+](=O)[O-])o1)N1CCCCC1
→ 9	1%	i	?	23%	-7%	0%	12	9%
> C/C(=N\NC(=O)c1c([N+](=O)[O-])c(C)nn1C)c1ccc(NC(=O)c2ccc(C)o2)cc1
→ -23	0%	-9%	2%	-4%	-8%	2%	-7	?
> CCN(CC)c1ccc(/C=N/NC(=O)c2ccc3c(c2)OCCO3)cc1
→ -14	-6%	-25%	-3%	6%	7%	-28%	-14	7%
> Cc1cccc(Cn2cnc3c(NS(C)(=O)=O)c(C)c(C)cc32)c1
→ 11	0%	17%	-17%	2%	10%	-38%	-4	6%
> Cc1ccc(NC(=O)c2cc(Cl)nc3ccccc23)cc1
→ 2	·	i	16%	-5%	-3%	-16%	0	-10%
> C=CCN1C(=O)/C(=C2/Sc3ccc(OC)cc3N2CC)SC1=S
→ -2	2%	i	5%	0%	5%	2%	-3	-5%

# Remaining list, next part.
SMILES,DRD3 antagonist,aSyn yeast inh,PTHR1 agonist,KB-V1 MDR tox,GLP-1R agonist,GLP1R cytotox,GLP1R inv ag,DRD3 agonist,TDP-43 yeast inh
Cc1ccc2c(c1)NC(=O)C(CC(=O)N(C)Cc1ccccc1)O2 (stereo not given),4,4%,-10%,-4%,1%,7%,12%,4,21%
Cc1cccc(C)c1NC(=O)CN1CCN(C(=O)c2ccc(OCc3cn4ccccc4n3)cc2)CC1,-3,-2%,-1%,-4%,13%,-3%,42%[activator],0,-13%
COc1ccc(C(=O)Nc2ccc3c(c2)nc(CCNC(=O)c2ccco2)n3C)cc1,1,4%,-18%,11%,20%,5%,1%,4,-13%
O=C(O)c1cc(-c2c[nH]c3ccccc23)nc2ccc3ccccc3c12,-11,-7%,-8%,-9%,0%,29%,1%,-1,?
CC(=O)C1=C(C)NC(=O)NC1/C=C/c1ccccc1 (stereo not given),-11,-9%,-6%,?,-6%,-7%,4%,-4,-12%
Cc1cccc(NC(=O)CSc2nnnn2C)n1,1,1%,i,?,-5%,2%,31%,0,5%
CCOC(=O)C1C(=O)CC(C)(O)C(C(=O)OCC)C1c1ccccc1OC (stereo not given),8,0%,?,-2%,-5%,4%,-4%,6,-7%
Cc1ccccc1NC(=O)Nc1nnc(Cc2ccc([N+](=O)[O-])cc2)s1,4,-12%,i,10%,-1%,-12%,1%,0,6%
C[C@H](O)[C@@H]1C(=O)N2CCc3ccc(N4CCN(C)CC4)cc3[C@@H]2C[C@@H]1N(C)C(=O)c1ccc(C#N)cc1,0,0%,i,?,-3%,0%,3%,16,13%

# Structures from the list above that have bromine (two):
SMILES,DRD3 antagonist,aSyn yeast inh,PTHR1 agonist,KB-V1 MDR tox,GLP-1R agonist,GLP1R cytotox,GLP1R inv ag,DRD3 agonist,TDP-43 yeast inh
O=C(Nc1ccn(-c2ccccc2)n1)c1ccccc1Br,0,-4%,-28%,6%,16%,1%,12%,-5,22%
Brc1ccc(C2Nc3cccc4cccc(c34)N2)cc1,-63*,-2%,i,11%,0%,-3%,8%,-12,·
